From PubChem
Efflux pump mplx: antifungal efflux pump inhibition, Nile Red retention; S. cerevisiae Candida pump triplex; AID 485275; 330,000 compounds, 0.44% hits; inhibition, % at 10 µM;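 active = plate passing quality check with inhibition over a set limit, or well fluorescence over plate mean plus 4 SD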;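 also: Nile Red retained in pooled yeast measured as flow cytometry median fluorescence; 0% = buffer negative control and 100% = Enniatin B positive control; higher means more Nile Red kept so more efflux inhibition; some compounds called inactive have numbers as strong as hits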
GLD-1 RNA inh: GLD-1-TGE RNA interaction inhibition (C. elegans); 320,000 compounds, 0.44% hits; inhibition, % at 5.96 µM; purified GLD-1 + fluorescein TGE RNA, fluorescence polarization;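 active = percent inhibition above a per-plate cutoff, the plate mean of test compounds plus 3 SD, cut at about 30% in these data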;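 also: 0% = DMSO wells with GLD-1 and probe and 100% = wells lacking GLD-1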
Target sequence (Q17339 whole entry, looked up): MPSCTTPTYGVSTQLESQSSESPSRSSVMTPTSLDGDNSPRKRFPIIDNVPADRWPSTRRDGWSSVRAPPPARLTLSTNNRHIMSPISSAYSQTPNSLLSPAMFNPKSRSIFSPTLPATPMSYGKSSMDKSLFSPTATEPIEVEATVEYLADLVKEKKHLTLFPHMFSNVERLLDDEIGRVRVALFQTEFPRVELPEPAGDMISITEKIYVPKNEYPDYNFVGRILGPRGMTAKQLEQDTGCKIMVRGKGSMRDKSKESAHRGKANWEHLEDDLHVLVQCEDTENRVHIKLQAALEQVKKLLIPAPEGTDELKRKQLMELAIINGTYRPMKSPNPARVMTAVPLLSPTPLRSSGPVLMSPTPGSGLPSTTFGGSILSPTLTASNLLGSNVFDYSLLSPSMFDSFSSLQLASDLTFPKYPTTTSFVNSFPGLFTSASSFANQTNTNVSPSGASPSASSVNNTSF
PME-1 primary: PME-1 (human) inhibition; Q9Y570; recombinant PME-1, FP-Rh probe fluorescence polarization; AID 2130; 320,000 compounds, 0.53% hits; inhibition, % at 5.9 µM;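 active = inhibition above the campaign mean of all compounds plus 3 SD, cut at about 26% in these data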;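 also: competitive labeling of PME-1 active site by serine hydrolase directed probe; 0% = PME-1 with DMSO and 100% = wells lacking PME-1 enzyme; inhibitors block probe labeling so polarization falls and inhibition rises; many of its hits are not listed in these tables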
Bcl-xL primary: inhibitors of human Bcl-xL. GST-Bcl-xL / FITC-Bim BH3 peptide fluorescence polarization. inhibition, % at 10.9 µM. 320,000 compounds, 0.7% hits. AID 2129;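 active = inhibition above the mean of all tested compounds plus 3 SD, cutoff set per campaign, cut at about 30% in these data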;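 also: 0% = DMSO wells and 100% = unlabeled Bim-BH3 peptide competitor; inhibitors lower millipolarization by displacing the labeled peptide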
Target sequence (Q07817 whole entry, looked up): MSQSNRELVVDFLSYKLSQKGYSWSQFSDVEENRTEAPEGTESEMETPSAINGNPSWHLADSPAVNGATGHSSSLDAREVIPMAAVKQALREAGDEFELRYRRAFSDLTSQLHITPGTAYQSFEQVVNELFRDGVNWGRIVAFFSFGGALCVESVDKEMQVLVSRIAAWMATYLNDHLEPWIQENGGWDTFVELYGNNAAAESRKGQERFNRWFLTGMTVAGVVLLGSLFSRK
Fam108B inh: Fam108B inhibition, counter-screen for RBBP9 inhibitors; AID 1947; 300,000 compounds, 0.33% hits; recombinant Fam108B, FP-Rh probe fluorescence polarization; inhibition, % at 9.51 µM;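 active = inhibition above the screen mean inhibition plus 3 SD, computed separately per campaign, cut at about 18% in these data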;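 also: inhibitors lower polarization as less probe binds the enzyme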
MCL1-BIM inh: disrupts human MCL1 binding to BIM-BH3 peptide; Q07820; GST-MCL1 / FITC-Bim-BH3 fluorescence polarization; inhibition, % at 10.9 µM; 320,000 compounds, 0.68% hits;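 active = inhibition above the mean inhibition of all tested compounds plus 3 SD, set per campaign, cut at about 40% in these data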;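 also: 0% = DMSO wells and 100% = unlabeled Bim-BH3 peptide control; higher means more loss of mP so more displacement of Bim peptide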
Target sequence (Q07820 whole entry, looked up): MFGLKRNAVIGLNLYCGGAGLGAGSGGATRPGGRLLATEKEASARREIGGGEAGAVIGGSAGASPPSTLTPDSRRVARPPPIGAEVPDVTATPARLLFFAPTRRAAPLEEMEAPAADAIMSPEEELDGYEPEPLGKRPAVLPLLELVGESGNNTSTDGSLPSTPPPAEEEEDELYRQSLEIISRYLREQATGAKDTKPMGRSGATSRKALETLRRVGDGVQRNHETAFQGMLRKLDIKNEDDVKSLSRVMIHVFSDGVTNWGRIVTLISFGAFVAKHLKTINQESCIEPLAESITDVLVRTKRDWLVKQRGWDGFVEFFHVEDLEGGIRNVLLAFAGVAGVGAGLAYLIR
MEX-5 binding: C. elegans MEX-5 TCR-2 RNA binding activity. Q9XUB2. MEX-5/FITC-TCR2 RNA binding, fluorescence polarization; active compounds read low. activity score (negative = inhibition of binding), % at 10 µM. 300,000 compounds, 0.38% hits;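 active = inhibition past about -25% in most replicates, and total fluorescence under double the plate's negative control median, limit read from the data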;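 also: 0% = DMSO and -100% = 5 µM competing unlabeled TCR2 RNA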
VLA-4 inh: inhibition in a human VLA-4 binding assay; VLA-4 expressing cells, ligand binding flow cytometry; inhibition, % (about 7 µM as worked out from the volumes in the protocol); 330,000 compounds, 0.2% hits; in the data active = inhibition above about 50%
GRK2 aptamer HTS: inhibitors of human GRK2 displacing RNA aptamer | P25098 | bead flow cytometry, FAM-aptamer displacement from GRK2 | inhibition of aptamer binding, % at 10 µM | 330,000 compounds, 0.59% hits | AID 488847;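 active = inhibition of aptamer binding above 40%, roughly 3 SD of noise, on plates passing a quality check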;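 also: median bead fluorescence of bound FAM aptamer so fluorescent compounds give negative values; no value below 0 was filed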
* = called active by the depositor; x = not tested or not shown. These rows are one share of the data; the hit share may differ from the screen's.

Values in the order – Efflux pump mplx	GLD-1 RNA inh	PME-1 primary	Bcl-xL primary	Fam108B inh	MCL1-BIM inh	MEX-5 binding	VLA-4 inh	GRK2 aptamer HTS
- O=C(NCCCn1ccnc1)/C(=C\c1ccc(Br)cc1)NC(=O)c1ccccc1
 : 0.1	-2	-7	0	-2	-4	-2.4	-3	5
- C=CCC[C@H](Cc1ccc(F)cc1)C(=O)OC[C@H](C)NC(=O)[C@@H](CC=C)CC(=O)N[C@H](CO)Cc1ccccc1
 : 0.0	2	x	x	x	x	x	-12	0
- Cn1c(=O)c2c(ncn2CC(=O)Nc2cccc(S(=O)(=O)Nc3ccccc3F)c2)n(C)c1=O
 : 0.0	3	1	4	2	7	-1.2	6	0
- CCn1c(=O)c2sccc2n2c(CCCC(=O)NC3CCN(Cc4ccccc4)CC3)nnc12
 : 0.0	0	-1	5	-1	9	-0.5	6	0
- CN(C)CCCN(C(=O)c1ccc(S(=O)(=O)N2CCc3ccccc32)cc1)c1nc2c(Cl)cccc2s1
 : 0.4	-4	-3	3	-7	-3	-1.4	-3	0
- CC(C)(C)OC(=O)NCCCCCC(=O)N/N=C/c1coc2ccccc2c1=O
 : 0.1	7	1	3	2	4	2.6	18	3
- CC(=O)Nc1ccc(S(=O)(=O)NNC(=O)c2ccc(C)cc2)cc1
 : 0.2	-3	4	-2	0	-7	0.1	-2	0
- COc1ccc(C(=O)NNC(=O)C(=O)NC2CCCCC2)cc1
 : 0.0	-2	-1	-4	0	3	0.9	1	1
- CNC(=O)C(=O)Nc1c(C)cc(C)cc1C
 : 0.5	-2	0	2	1	6	1.1	43	1
- CC(C)[C@H](NC(=O)N1CCn2c1nc1ccccc12)C(=O)NCCc1ccccc1
 : -0.3	7	-4	3	0	3	1.8	-7	2
- Cc1cc2sc3nc(=O)n(-c4ccccc4)c(=O)n3c2cc1C
 : 0.0	1	-7	-2	0	-3	0.8	-1	1
- c1csc(-c2csc3nc(CN4CCOCC4)nc(NCc4ccc5c(c4)OCO5)c23)c1
 : 0.1	-2	7	-1	-1	6	1.3	24	1
- CCc1cc2cc(C)c(C)cc2nc1SCC(=O)NNC(=O)c1ccco1
 : 0.1	6	-1	0	3	1	-0.2	22	4
- CCCCN(C(=O)c1ccc2c(c1)OCCO2)c1c(N)n(CCCC)c(=O)[nH]c1=O
 : 0.1	4	3	-1	-1	3	-2.2	4	2
- Cc1nn(Cc2ccccc2Cl)c(C)c1NC(=O)Cn1nc([N+](=O)[O-])c(Cl)c1C
 : 0.1	2	0	9	0	-4	0.1	6	1
- Cc1cccc(NC(=O)c2ccc(S(=O)(=O)N3CC(C)OC(C)C3)cc2)n1 (stereo not given)
 : 0.2	3	-7	4	0	-4	1.5	3	0
- CCCCOc1ccc(C(=O)N2CCCC2)cc1
 : -0.1	-4	2	4	-5	9	2.9	-2	0
- Brc1c(CSc2nc3ccccc3o2)nc2ncccn12
 : 0.0	-10	-1	-18	-5	-26	0.5	0	4
- O=C(NC(=S)NC1CCCC1)c1ccccc1Br
 : 0.1	1	0	2	1	-1	1.1	-9	1
- CCCN(CCC)c1nc(Cl)nc(NCCN2CCOCC2)n1
 : 0.0	3	-2	8	1	1	-1.2	11	0
- C=CCn1c(COc2ccc(F)cc2)nnc1SCC(=O)NC1CCCC1
 : 0.0	1	3	-5	2	-5	2.0	18	7
- CN(C)C(=O)c1c2c(nc3ccccc13)-c1ccccc1CC2
 : 0.0	-1	-3	0	3	-1	-0.1	3	0
- O=[N+]([O-])c1ccc(/C=N/n2c(-c3cccnc3)n[nH]c2=S)cc1
 : 0.3	5	-7	-37	-2	-25	1.3	8	3
- O=C(CN1CCOCC1)Nc1ccccc1Cl
 : -0.1	1	-6	-2	-1	5	0.6	-2	3
- CC(C)(C)OC(=O)N1CCC(C(=O)N2CCCCCC2)CC1
 : 0.0	0	3	2	2	1	2.9	12	0
- Cn1ncc(Br)c1NC(=O)Nc1ccc(OC(F)(F)F)cc1
 : -0.3	4	-5	4	0	-3	-1.3	-9	0
- Cc1cccc(N2CCN(C(=O)NC3CCCCC3)CC2C)c1 (stereo not given)
 : 0.1	x	x	x	x	x	-1.0	8	2
- O=C(Nc1ccc(N2CCCCC2)c(C(=O)O)c1)c1ccco1
 : 0.1	5	-2	7	4	4	-1.3	18	0
- CCc1n[nH]c(=S)n1/N=C/c1ccc(NC(C)=O)cc1
 : -0.1	6	6	-21	2	-20	0.2	1	0
- Nc1scc(-c2ccncc2)c1Cl
 : -0.3	4	6	-1	5	-7	0.0	-18	5

For convenience, 15 of the compounds above:
Values in the order – Efflux pump mplx	GLD-1 RNA inh	PME-1 primary	Bcl-xL primary	Fam108B inh	MCL1-BIM inh	MEX-5 binding	VLA-4 inh	GRK2 aptamer HTS
- CCc1cc2cc(C)c(C)cc2nc1SCC(=O)NNC(=O)c1ccco1
 : 0.1	6	-1	0	3	1	-0.2	22	4
- CCCCN(C(=O)c1ccc2c(c1)OCCO2)c1c(N)n(CCCC)c(=O)[nH]c1=O
 : 0.1	4	3	-1	-1	3	-2.2	4	2
- Cc1nn(Cc2ccccc2Cl)c(C)c1NC(=O)Cn1nc([N+](=O)[O-])c(Cl)c1C
 : 0.1	2	0	9	0	-4	0.1	6	1
- Cc1cccc(NC(=O)c2ccc(S(=O)(=O)N3CC(C)OC(C)C3)cc2)n1 (stereo not given)
 : 0.2	3	-7	4	0	-4	1.5	3	0
- CCCCOc1ccc(C(=O)N2CCCC2)cc1
 : -0.1	-4	2	4	-5	9	2.9	-2	0
- Brc1c(CSc2nc3ccccc3o2)nc2ncccn12
 : 0.0	-10	-1	-18	-5	-26	0.5	0	4
- O=C(NC(=S)NC1CCCC1)c1ccccc1Br
 : 0.1	1	0	2	1	-1	1.1	-9	1
- CCCN(CCC)c1nc(Cl)nc(NCCN2CCOCC2)n1
 : 0.0	3	-2	8	1	1	-1.2	11	0
- C=CCn1c(COc2ccc(F)cc2)nnc1SCC(=O)NC1CCCC1
 : 0.0	1	3	-5	2	-5	2.0	18	7
- CN(C)C(=O)c1c2c(nc3ccccc13)-c1ccccc1CC2
 : 0.0	-1	-3	0	3	-1	-0.1	3	0
- O=[N+]([O-])c1ccc(/C=N/n2c(-c3cccnc3)n[nH]c2=S)cc1
 : 0.3	5	-7	-37	-2	-25	1.3	8	3
- O=C(CN1CCOCC1)Nc1ccccc1Cl
 : -0.1	1	-6	-2	-1	5	0.6	-2	3
- CC(C)(C)OC(=O)N1CCC(C(=O)N2CCCCCC2)CC1
 : 0.0	0	3	2	2	1	2.9	12	0
- Cn1ncc(Br)c1NC(=O)Nc1ccc(OC(F)(F)F)cc1
 : -0.3	4	-5	4	0	-3	-1.3	-9	0
- Cc1cccc(N2CCN(C(=O)NC3CCCCC3)CC2C)c1 (stereo not given)
 : 0.1	x	x	x	x	x	-1.0	8	2

Later entries:
Values in the order – Efflux pump mplx	GLD-1 RNA inh	PME-1 primary	Bcl-xL primary	Fam108B inh	MCL1-BIM inh	MEX-5 binding	VLA-4 inh	GRK2 aptamer HTS
- COc1ccc(-n2cnc3cc(NS(=O)(=O)c4ccccc4)ccc32)cc1
 : -0.1	6	1	6	-2	11	-0.3	28	0
- COc1ccc(C2CC(c3cccc(C)c3)n3ncnc3N2)cc1 (stereo not given)
 : 0.0	7	-2	1	2	0	-1.0	11	2
- Cc1ccccc1CN(C)CCc1ccccn1
 : 0.3	-1	-3	2	-1	3	-0.7	7	2
- CC1CCN(S(=O)(=O)N2CCC(C(=O)NC3CCCC3)CC2)CC1
 : 0.1	9	7	7	3	5	0.6	18	0
- Cc1ccc(S(=O)(=O)NC(=O)Nc2ccc(OC(F)F)cc2)cc1
 : 0.0	-2	-4	6	-2	4	1.5	-2	0
- Cc1cccc(NS(=O)(=O)c2cccc(C(=O)NCC(c3ccco3)N3CCCCC3)c2)c1 (stereo not given)
 : 0.0	-3	0	0	-1	-1	-3.8	1	0
- C/C(CCc1ccc2c(c1)OCO2)=N\NC(=O)c1ccccc1
 : 0.0	-82	-1	4	0	10	-0.2	1	0
- COc1cccc(CNC(=O)Cc2ccc(S(=O)(=O)N3CCOCC3)s2)c1
 : 0.1	-15	3	2	5	1	-2.5	3	0
- CN(C)CC(CCCCC(CN(C)C)C(=O)c1ccccc1)C(=O)c1ccccc1 (stereo not given)
 : -0.1	3	-4	1	-3	0	3.5	x	0
- Cc1c(C(=O)Nc2ccncc2)oc2c1C(=O)CC(C)(C)C2
 : 0.0	-2	5	-3	0	-6	0.6	-5	0
- CON(C)C(=O)CCN(Cc1ccccc1)C(=O)OC(C)(C)C
 : -0.1	4	x	x	x	x	x	0	0
- Cc1ccccc1C(=O)NC(CC(C)C)C(=O)OCc1cc(=O)n2cc(Br)ccc2n1 (stereo not given)
 : -0.1	0	-2	2	3	-2	1.3	8	0
- CC(=O)Nc1ccc(NC(=O)Cc2ccc(-c3ccccc3)cc2)cc1
 : 0.1	-2	-8	-4	-8	-3	3.7	7	0
- Cc1ccccc1Cn1cnc2c(oc3ccccc32)c1=O
 : 0.0	-5	-8	5	3	-3	1.3	5	4
- Cc1ccc(S(=O)(=O)NC2=NCN(Cc3cccnc3)CN2)cc1
 : 0.0	3	4	-2	1	1	1.3	15	0
- CCC1CCCCN1C(=S)NC(=O)c1ccc(F)c(S(=O)(=O)N2CCOCC2)c1 (stereo not given)
 : -0.1	2	2	10	-3	7	-2.3	-7	1
- Cc1ccc(C(=O)OC/C(O)=C(\C#N)c2nc3ccccc3[nH]2)cc1S(=O)(=O)N1CCOCC1
 : 2.4	0	2	4	-2	-15	-0.2	-1	0
- Clc1ccccc1CSC1=NCCCN1
 : -0.1	6	-7	2	-2	3	-2.2	0	0
- O=C(COC(=O)c1ccccc1Nc1ccccc1F)c1ccccc1
 : -0.2	5	-6	0	-5	5	-3.0	-11	0
- CCOc1ccc(NC(=O)COc2ccc(C(=O)NC3CCCc4ccccc43)cc2OC)cc1 (stereo not given)
 : -0.1	6	-8	-5	-1	-23	1.1	-9	0
- CCCCOC(=O)c1ccc(NC(=O)/C=C/c2cccs2)cc1
 : 1.3	0	-87	1	-38	-3	0.5	9	3
- Cc1noc(C)c1C(=O)Nc1nc2ccc(Cl)cc2s1
 : 0.0	1	1	6	-1	11	2.5	-7	0
- COc1ccc(C(=O)C2CCCN(Cc3cnc(N4CCCC4)s3)C2)cc1OC (stereo not given)
 : 0.1	6	0	2	4	8	0.0	-27	2
- Cc1cc(C)n2nc(SCC(=O)NC3CCCC(C)C3C)nc2n1 (stereo not given)
 : 0.1	10	-2	-1	-3	-4	0.1	7	0
- CC(=O)C1=C(O)C(=O)N(c2ccc(S(N)(=O)=O)cc2)C1c1ccccc1F (stereo not given)
 : 0.0	1	-3	-6	-7	-5	-3.3	8	0
- Cc1cc(N2CCN(C)CC2)nc2ccc(NC(=O)CCC(=O)N3CCN(c4ccc([N+](=O)[O-])cc4)CC3)cc12
 : -0.1	1	3	0	4	-9	1.0	2	0
